TPT1 inhibitor: Candida albicans TPT1 enzyme inhibitors, primary screen, biochemical, fluorescence polarization; tRNA 2'-phosphotransferase TPT1 (Candida albicans SC5314); recombinant caTPT1, FP RNA substrate dephosphorylation; inhibition, % at 5 µM; hit rate 0.81% among 300,000; AID 1962, 2009;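 active = inhibition above the mean of all tested compounds plus 3 SD, set per screening campaign, cut at about 24% in these data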;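 also: plate controls were DMSO alone for no effect and ferristatin control at 100 nM for full effect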
PP1 inh: PP1-alpha phosphatase inhibitors, primary screen, counter-screen for PP5 inhibitor project, biochemical, fluorescence, OMFP substrate, single point; Serine/threonine-protein phosphatase PP1-alpha catalytic subunit (Homo sapiens), P62136; purified PP1alpha; inhibition, % at 6.7 µM; hit rate 0.9% among 320,000; AID 2235, 2010;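 active = inhibition above the mean inhibition of all tested compounds plus 3 SD, computed separately for each screening campaign, cut at about 15% in these data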
Target sequence (P62136 whole entry, looked up): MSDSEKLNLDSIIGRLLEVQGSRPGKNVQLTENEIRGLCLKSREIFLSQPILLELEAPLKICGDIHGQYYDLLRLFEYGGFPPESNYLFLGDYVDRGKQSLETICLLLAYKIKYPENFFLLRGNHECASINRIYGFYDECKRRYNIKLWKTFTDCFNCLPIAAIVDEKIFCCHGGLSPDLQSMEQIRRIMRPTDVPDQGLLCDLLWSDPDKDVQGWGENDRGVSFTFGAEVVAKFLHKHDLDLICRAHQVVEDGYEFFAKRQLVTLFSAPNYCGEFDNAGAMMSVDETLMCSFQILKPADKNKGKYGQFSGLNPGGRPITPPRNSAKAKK
HCV core dimer: inhibitors of HCV core protein dimerization, primary screen, biochemical, TR-FRET, high-throughput; TR-FRET GST/Flag-core106 dimerization, 1536-well; inhibition, % at 5 µM; hit rate 0.33% among 300,000;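 active = inhibition above the mean of all tested compounds plus 3 SD, set per screening campaign, cut at about 45% in these data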
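test system = GST/Flag-tagged HCV core106 proteins | probe or stimulus = Eu donor and XL665 acceptor anti-tag antibodies | times = compound-protein-antibody incubation 4 h at 22.5 °C | signal = TR-FRET, excitation 340 nm, emission 617 and 671 nm | measure = percent inhibition of core106 dimerization signal | controls = wells lacking GST-core106 and wells with excess unlabelled core106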
LYPLA2 counter: LYPLA2 inhibitors, primary screen, counter-screen for PME1 inhibitor project, biochemical, fluorescence polarization, FP-Rh probe ABPP; inhibition, % at 5.9 µM; hit rate 0.38% among 320,000; recombinant LYPLA2;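 active = inhibition above the screen-wide mean plus 3 SD, limit set per campaign, cut at about 26% in these data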;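 also: 0% = LYPLA2 with DMSO and 100% = wells lacking LYPLA2 enzyme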
Target sequence (O95372 whole entry, looked up): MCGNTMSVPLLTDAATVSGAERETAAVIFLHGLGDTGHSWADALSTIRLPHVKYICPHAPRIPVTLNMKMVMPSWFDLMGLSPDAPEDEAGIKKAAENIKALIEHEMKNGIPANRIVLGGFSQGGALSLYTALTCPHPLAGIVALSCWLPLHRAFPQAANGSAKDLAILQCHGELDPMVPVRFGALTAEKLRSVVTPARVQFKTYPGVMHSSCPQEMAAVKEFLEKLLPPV
JMJD2C inh: inhibitors of GASC-1 histone demethylase, primary screen, biochemical, fluorescence, DELFIA europium; Lysine-specific demethylase 4C (Homo sapiens), Q9H3R0; GST-JMJD2C(1-420) H3K9me3 demethylation; inhibition, % at 2.35 µM; hit rate 0.069% among 330,000;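 active = more than half of a compound's replicate wells show inhibition beyond 50%, single wells judged on their own value; inconclusive = some, but no more than half, of replicates pass 50% inhibition; inactive = no replicate passes 50% inhibition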;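 also: signal counts dimethyl H3K9 product captured on neutravidin plate; 0% = median of DMSO wells and 100% = 0.3 times that DMSO median; strong numbers were not always called active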
Target sequence (Q9H3R0 1-420 limits assumed): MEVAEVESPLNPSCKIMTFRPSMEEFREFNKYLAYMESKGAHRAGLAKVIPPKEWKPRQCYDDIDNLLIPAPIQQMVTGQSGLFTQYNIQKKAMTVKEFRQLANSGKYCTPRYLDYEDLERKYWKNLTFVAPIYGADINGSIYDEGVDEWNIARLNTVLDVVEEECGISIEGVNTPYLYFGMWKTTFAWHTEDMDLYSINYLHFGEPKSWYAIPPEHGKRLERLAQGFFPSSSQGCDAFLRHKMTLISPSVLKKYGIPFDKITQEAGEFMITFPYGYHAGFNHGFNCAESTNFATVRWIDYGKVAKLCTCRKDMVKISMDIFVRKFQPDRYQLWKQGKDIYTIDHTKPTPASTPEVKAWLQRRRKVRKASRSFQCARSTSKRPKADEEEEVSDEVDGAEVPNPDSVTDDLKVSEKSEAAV
Efflux pump inh: inhibitors of Candida efflux pumps in yeast, primary screen, S. cerevisiae, Nile Red, multiplex | S. cerevisiae Candida pump triplex | inhibition, % at 10 µM | hit rate 0.44% among 330,000 | AID 485275, 2010;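 active = plate passing quality check with inhibition over a set limit, or well fluorescence over plate mean plus 4 SD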;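 also: Nile Red retained in pooled yeast measured as flow cytometry median fluorescence; 0% = buffer negative control and 100% = Enniatin B positive control; higher means more Nile Red kept so more efflux inhibition; some compounds called inactive have numbers as strong as hits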
PP5 primary: PP5 phosphatase inhibitors, primary screen, biochemical, fluorescence; Serine/threonine-protein phosphatase 5 (Homo sapiens), P53041; purified PP5c, OMFP substrate fluorescence; inhibition, % at 6.7 µM; hit rate 0.18% among 320,000;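 active = inhibition above the campaign's mean inhibition across all tested compounds plus 3 SD, cut at about 9.5% in these data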;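 also: 0% = DMSO only and 100% = 100 µM cantharidin control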
PREPL inh: PREPL enzyme inhibitors, primary screen, biochemical, fluorescence polarization; Prolyl endopeptidase-like (Homo sapiens), Q4J6C6; recombinant PREPL, fluorescence polarization activity-based probe; inhibition, % at 5.96 µM; hit rate 0.68% among 320,000; AID 2751, 2010; in the data active = inhibition above about 43%;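 also: 0% = enzyme with DMSO and 100% = wells lacking enzyme; many of its hits are not listed in these tables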
CTSL1 counter: Fasciola hepatica cathepsin L1 inhibitors, primary screen, counter-screen for PFM18AAP inhibitor project, biochemical, QFRET, fluorogenic peptide substrate | hit rate 0.49% among 300,000 | AID 1906, 2009 | inhibition, % at 5.96 µM | recombinant F. hepatica cathepsin L1, Z-Leu-Arg-MCA fluorescence;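 active = inhibition above the mean of all tested compounds plus 3 SD, set per screening campaign, cut at about 17% in these data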;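 also: 0% = plate median of test compound wells and 100% = 1 µM Z-Phe-Ala-diazomethylketone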
* = called active by the depositor; ? = inconclusive; . = no result given; & = joins results of further samples. The list is partial. The share of hits here may be higher or lower than overall.

SMILES | TPT1 inhibitor | PP1 inh | HCV core dimer | LYPLA2 counter | JMJD2C inh | Efflux pump inh | PP5 primary | PREPL inh | CTSL1 counter
COc1ccc(C(=O)Nc2ccccc2N2CCN(C(=O)C(C)C)CC2)cc1Cl | 0 | 1 | 5 | -1 | -18 | -0.1 | 3.7 | 1 | 0
CNC(=O)COC(=O)c1ccc2c(c1)NC(=O)C1CCCN21 (configuration not stated) | 2 | 4 | -9 | -2 | -5 | -0.3 | 4.2 | 1 | 2
Cc1cc(NC(=O)c2ccccc2Cl)c(C(C)C)cc1O | -5 | 2 | -4 | 5 | 3 | -0.3 | -0.6 | 4 | 1
Nc1nc(SCc2ccc3c(c2)OCO3)n[nH]1 | -8 | -3 | 3 | 12 | -1 | 0.0 | -0.4 | -3 | -3
COCCCN=CC1=C(O)CC(C)(C)CC1=O | 1 | -5 | -5 | -7 | 2 | 0.2 | 4.2 | 14 | 1
CN(C)c1ccc([N+](=O)[O-])cc1C(=O)NCC(c1ccco1)N(C)C (configuration not stated) | 4 | 2 | -5 | -2 | 9 | 0.1 | 2.7 | 8 | 5
CCOC(=O)Cc1nn(Cc2nc(-c3ccc(C)cc3)cs2)c(=O)c2ccccc12 | 0 | 1 | 8 | -3 | 0 | -0.1 | -0.2 | 20 | 0
COC(=O)/C(C#N)=C/c1c(N2CCN(Cc3ccc4c(c3)OCO4)CC2)nc2c(C)cccn2c1=O | 4 | 2 | 13 | -7 | -5 | 0.0 | 0.7 | -2 | 3
CCO[C@@H]1OC(C(N)=O)=C[C@H](c2ccccc2)[C@H]1CCCO | 0 | -5 | 3 | 0 | -4 | -0.2 | -0.2 | -3 | 0
C1CCCCCC2(CCCCC1)OCC(CN1CCOCC1)O2 (configuration not stated) | 2 | -1 | -1 | 0 | 9 | -0.1 | -1.1 | -3 | 2
COc1cc(C(=O)Oc2cccc(C(=S)N3CCOCC3)c2)cc(OC)c1OC | -5 | -2 | 4 | 9 | 2 | -0.1 | 1.6 | 2 | -1
CCn1c2ccccc2c2cc(C3C(C#N)=C(N)Oc4n[nH]c(COC)c43)ccc21 (configuration not stated) | 4 | 4 | 24 | -4 | 4 | -0.1 | 2.8 | -6 | 1
COC(=O)c1cn(NC(=O)Cc2ccc(OC)c(OC)c2)c(=O)c2ccccc12 | 4 | -1 | 2 | -3 | 7 | -0.1 | 0.6 | 2 | 0
O=C(O)COc1ccccc1/C=C1\SC(=S)N(/N=C/c2ccccc2O)C1=O | 2 | 1 | -6 | -3 | -6 | -0.2 | -0.3 | 2 | 9
OCCNc1nc(C2CC2)nc2c1nnn2Cc1ccccc1Cl | 1 | -1 | 1 | 3 | 1 | 0.6 | -0.8 | 3 | -2
CC(CCc1ccccc1)NC(=O)c1ccccc1 (configuration not stated) | 2 | -2 | -6 | 2 | -26 | -0.1 | -0.1 | 8 | 1
CCCS(=O)(=O)NCCc1cc2ccc(OC)cc2[nH]c1=O | -1 | -1 | -2 | -1 | 2 | -0.1 | 0.7 | -1 | -1
O=C(Cn1cc(C(F)(F)F)cc(Cl)c1=O)NCc1ccc(Cl)cc1Cl | 1 | -5 | 11 | 7 | -7 | -0.3 | 0.4 | -6 | -2
CCOc1ccc(NC2=NC(C(=O)NCc3ccccc3)CC(=O)N2)cc1 (configuration not stated) | 0 | 5 | -1 | 0 | 2 | 0.1 | 1.2 | 2 | -3
COc1ccc(-c2cn(-c3ccccc3)nc2C(=O)O)cc1OC | 3 | 0 | -1 | -3 | 6 | -0.1 | 0.7 | -1 | 1
CCOC(=O)c1csc(COc2ccccc2Cl)n1 | -3 | -2 | -1 | 4 | 1 | 0.0 | 0.5 | 1 | 1
COc1cc(OC)cc(C(=O)N[C@H](C(=O)OCc2cc(=O)oc3cc(C)ccc23)C(C)C)c1 | -1 | 3 | 7 | -1 | -2 | 0.2 | -0.7 | 14 | 4
CC1Cc2ccccc2N1S(=O)(=O)c1cccc(C(=O)NCc2ccncc2)c1 (configuration not stated) | . | 2 | . | 2 | 12 | -0.1 | 2.5 | 8 | .
COc1ccccc1NCC(=O)c1ccc(Cl)cc1 | -2 | 0 | 0 | 4 | 6 | -0.1 | -0.5 | 5 | -5
CCC(CC)c1nnc(NC(=O)c2nc3nc(C)cc(C)n3n2)s1 | 0 | -5 | 8 | -1 | 2 | -0.2 | 3.4 | -6 | -1
O=C(/C=C/c1ccc([N+](=O)[O-])cc1)Nc1cccc(C(=O)Nc2ccccc2C(=O)O)c1 | -2 | 8 | 16 | -18 | 3 | -0.1 | 4.5 | -4 | 2
CCc1ccc(C(=O)N2CCCN(C)CC2)s1 | 6 | -6 | -5 | -3 | 2 | 0.5 | 1.2 | 15 | -1
O=C1/C(=C/c2ccncc2)SC(=S)N1C1CCCCC1 | 0 | -3 | 0 | 4 | 6 | -0.5 | 3.0 | -3 | 3
O=S(=O)(Nc1cccc(S(=O)(=O)N2CCCC2)c1)c1ccc(Cl)s1 | . | -3 | . | -1 | 4 | 0.1 | 0.8 | 0 | .
C[C@@H](C(=O)Nc1ccc2ccccc2c1)[C@@H]1C[C@@]1(C)[C@@H](NC(=O)OCc1ccccc1)c1ccccc1 | 2 | 6 | 18 | -35 | -22 | 0.0 | 1.3 | -3 | 2
CCn1c(SCC(=O)Nc2ccccc2C(=O)OC)nnc1-c1ccoc1C | -1 | 0 | 1 | -4 | 2 | -0.1 | 2.5 | 1 | -2
Cc1nn(C(=O)CCC(=O)NCc2ccc(OC(C)C)cc2)c2ccccc12 | -3 | 0 | 1 | 0 | -6 | 0.1 | 0.7 | -2 | 3
CC1=C(C#N)C(/C=N/OCc2ccc(Cl)cc2)CC(=O)N1 (configuration not stated) | -2 | -2 | -1 | 5 | -5 | -0.2 | 1.2 | 14 | -2
CCN(CC)CC(=O)NCc1cc(-c2ccc(OC)cc2)no1 | 3 | -1 | -6 | 4 | 1 | -0.1 | -9.4 | -4 | 3
O=C1NC(NS(=O)(=O)c2ccc(Cl)cc2)(C(F)(F)F)C(=O)N1CCc1ccccc1 (configuration not stated) | -1 | -5 | 1 | 1 | -8 | 0.0 | -1.2 | -6 | -4
CC(C)Oc1ccc(CNC(=O)C2CCN(C(=O)N3CCOc4ccccc43)CC2)cc1 | -3 | -1 | 7 | 5 | -1 | -0.2 | -1.2 | -5 | 0
CCCCC(=O)Nc1ccc2c(c1)nc(CCN1CCN(C)CC1)n2C | 1 | -5 | -3 | 9 | 2 | 0.2 | 4.2 | 2 | 0
O=C(NCCCCc1ccccc1)Nc1ccc(F)cc1 | 0 | -5 | -5 | 8 | 12 | 2.2 | 2.7 | -5 | 1
Cc1ccc(S(=O)(=O)N2CCCC2=O)c(C)c1N(C)S(C)(=O)=O | 0 | -1 | 7 | 2 | 2 | -0.1 | -0.7 | -5 | -1
CCOc1ccccc1CNC(=O)c1nn(C)c2c1CS(=O)(=O)c1ccccc1-2 | 1 | -5 | 2 | -2 | 3 | 0.0 | 1.9 | 3 | -2
O=C(CSc1nnc(CCc2nc3ccccc3[nH]2)n1-c1ccccc1)NCc1ccco1 | -6 | -1 | -9 | 8 | -8&-6 | 0.0 | 3.4 | 12 | -2
O=C(CNC(=O)c1sc2ccccc2c1Cl)NCc1ccc(F)cc1 | -1 | 1 | 0 | -4 | 0 | 0.3 | 0.3 | 6 | -4
CCN(CC)S(=O)(=O)c1ccc(C)c(NC(=O)COC(=O)CN2C(=O)NC(C)(C)C2=O)c1 | -1 | -5 | -3 | 6 | -18 | 0.1 | -1.1 | -1 | -5
COc1ccc(OC)c(-c2csc3nnc(SCC(=O)Nc4ccc(NC(C)=O)cc4)n23)c1 | -1 | -3 | 3 | 6 | -11&-2 | -0.1 | -0.2 | 6 | -1
CC1=C(C(=O)c2ccccc2)C(c2ccc(OC(F)F)cc2)NC(=S)N1 (configuration not stated) | -4 | 1 | 8 | 6 | -18 | 0.3 | 4.8 | -10 | 0
c1ccc(Cn2c3ccccc3c3nnc(SCCN4CCCCC4)nc32)cc1 | -1 | -1 | 7 | 1 | -23 | -0.2 | -0.7 | -2 | 2
CN(C(=O)C1CCCO1)c1nnc(-c2ccncc2)s1 (configuration not stated) | -2 | -1 | -1 | 2 | -24 | -0.1 | -0.9 | -3 | -2
COc1ccc(N=CC2=C(O)c3ccccc3C2=O)c(OC)c1 | 0 | -4 | 3 | -1 | -1 | 0.0 | -0.6 | 17 | 0
CCCC(=O)NC(NC(=S)Nc1ccc(N=Nc2ccccc2)cc1)C(Cl)(Cl)Cl (configuration not stated) | 3 | 5 | 8 | -6 | -4 | 0.3 | 5.1 | -11 | 2
CC(=O)Nc1ccc(NC(=O)Cn2c(-c3ccc(F)cc3)cnc2SCC(=O)Nc2c(C)cccc2C)cc1 | 0 | -7 | 12 | -10 | -6 | 0.2 | 0.3 | 3 | 1
Cn1c(Nn2cnnc2)nc2ccccc21 | -6 | -5 | -5 | -10 | -6 | 0.1 | 2.1 | -7 | 2
Cc1cc(NC(=O)COC(=O)CSc2nc3cc(Cl)ccc3n2Cc2ccccc2)no1 | 0 | 4 | 8 | -6 | -6 | 0.2 | -0.5 | 9 | -1
O=C(Cc1ccccc1)Nc1ccc(-c2nnc(-c3ccco3)o2)cc1 | -4 | -6 | -3 | -15 | ? | 0.1 | 1.9 | -5 | 0
C=CCN(Cc1ccc(OC)c(OC)c1)C(=O)c1cc2cc(F)ccc2[nH]1 | -2 | 5 | 1 | -2 | -1 | 0.1 | 1.3 | -11 | 5
CC1CCCN(Cc2c(O)ccc3c4c(c(=O)oc23)CCCC4)C1 (configuration not stated) | 1 | 1 | 2 | 1 | 21 | 0.1 | -1.2 | -1 | 4
O=c1nc(N2CCCC2)nc(Nc2ccccc2)[nH]1 | -9 | 1 | 1 | -3 | 3 | 0.1 | 0.2 | 5 | 4
CC1CCCC(NC(=O)CSc2ncccc2C(=O)O)C1C (configuration not stated) | -2 | -2 | -7 | -6 | 6 | 0.0 | 0.4 | -4 | 0
Cc1cc(C)n(-c2nc3ccccc3nc2Nc2ccc3c(c2)OCO3)n1 | 5 | 4 | -1 | -4 | 28 | 0.0 | 0.4 | 6 | -1
COCCCNC(=O)[C@H](CSCc1ccccc1)N1Cc2ccccc2C1=O | 3 | 3 | -1 | 2 | 5 | 0.2 | 0.7 | 17 | -3

Screening data: PubChem, several laboratories
